Source: PubChem (Johns Hopkins Ion Channel Center)
CHT block: human CHT choline transport inhibition | Q9GZV3 | CHT-expressing cells, membrane potential dye, choline response; stronger effect = lower value | B-score at 10 µM | 310,000 compounds, 0.86% hits;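 active = B-score over 3 SD under the library average, and starting fluorescence ratio not unusually high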;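 also: choline stimulus applied at its EC90 after an EC20 pre-addition; B-score computed on integrated fluorescence ratio after choline addition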
Calls only; i = inactive. An excerpt (hit frequency here may not be typical).

SMILES	CHT block
N[C@@H](Cc1c[nH]c2ccc(O)cc12)C(=O)O	i
COc1cc([C@@H]2Oc3cc(C4Oc5cc(O)cc(O)c5C(=O)[C@H]4O)ccc3O[C@H]2CO)ccc1O (stereo partly specified)	i
O=c1oc2c(O)c(O)cc3c(=O)oc4c(O)c(O)cc1c4c23	i
CC1(C)O[C@H]2CC(=O)OC[C@@]23C1CC(=O)[C@]1(C)C3CC[C@@]2(C)[C@H](c3ccoc3)OC(=O)[C@H]3O[C@]321 (stereo partly specified)	i
NOCC(=O)O	i

Reprinted at random: 2 entries already listed, in no set order.
SMILES	CHT block
O=c1oc2c(O)c(O)cc3c(=O)oc4c(O)c(O)cc1c4c23	i
N[C@@H](Cc1c[nH]c2ccc(O)cc12)C(=O)O	i
